High-throughput results (PubChem BioAssay)
Mdm2 MdmX PPI: inhibitors of human Mdm2-MdmX association, primary screen, cell-based, luminescence, split luciferase, SaOS-2, uHTS | Protein Mdm4 (Homo sapiens) + E3 ubiquitin-protein ligase Mdm2 (Homo sapiens), … | SaOS-2 split-luciferase Mdm2/MdmX complementation | inhibition, % at 8 µM | 330,000 tested, 3% active | AID 485346, 2010;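 active = inhibition of at least 50% at 8 µM in the primary screen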
697 NFkB inh: inhibitors of PMA/ionomycin-induced NF-kB reporter, 697 cells, primary screen, B-cell NF-kB inhibitor project, cell-based, luminescence, uHTS | 330,000 tested, 0.33% active | 697 B-cell NF-kB luciferase reporter, 16 h | AID 435022, 2010 | inhibition, % at 4 µM; in the data active = inhibition above about 35%
CHOP UPR activ: activators of apoptotic CHOP UPR arm, primary screen, cell-based, CHO-CHOP luciferase reporter, luminescence, uHTS. UPR activation; percent of tunicamycin response over DMSO baseline. activation, % at 10 µM. 330,000 tested, 0.34% active. AID 449763, 2010;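 active = at 10 µM dose, activation of 40% or more, normalized to positive control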;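 also: 100% = tunicamycin at 10 µg/mL and 0% = DMSO alone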
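Test system: CHO CHOP reporter cells. Input: 500 CHO-CHOP cells per well. Medium: F12 with 10% FBS. Technique: luciferase luminescence. Measure: percent activation relative to tunicamycin control. Dosing: 10 µM compound, 0.5% DMSO. Timing: 16-18 h cell attachment, then 6 h compound exposure, 37 °C.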
Jurkat NFkB inh: inhibitors of induced NF-kB luciferase reporter, primary screen, TCR NF-kB activation inhibitor project, cell-based, luminescence, uHTS; Jurkat, PMA/ionomycin-induced NF-kB luciferase reporter; inhibition, % at 4 µM; 330,000 tested, 0.53% active; AID 435003, 2010; in the data active = inhibition above about 50%
Gli-Sufu block: Gli-Sufu pathway antagonists, primary screen, luciferase luminescence, Sufu-KO-LIGHT cells, uHTS | 340,000 tested, 0.74% active | inhibition, % at 5 µM | AID 588413, 2011 | Sufu-KO-LIGHT fibroblasts, Gli luciferase reporter luminescence;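 active = inhibition above about 55%, limit read from the data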;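 also: 0% = DMSO-treated cells and 100% = wells with medium but no cells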
EBI2 block: EBI2 receptor antagonists, beta-arrestin recruitment, primary screen, cell-based, luminescence, 7a,25-OHC stimulation, uHTS. 7a,25-OHC stimulated. inhibition, % at 5 µM. G-protein coupled receptor 183 (Homo sapiens), P32249. 360,000 tested, 0.81% active; in the data active = inhibition above about 38%;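 also: enzyme fragment complementation signal reports receptor beta-arrestin coupling in cells; 0% = agonist plus DMSO wells and 100% = wells without agonist; some results beyond the cut were filed as inactive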
Target sequence (P32249 whole entry, looked up, the tested form may be a part): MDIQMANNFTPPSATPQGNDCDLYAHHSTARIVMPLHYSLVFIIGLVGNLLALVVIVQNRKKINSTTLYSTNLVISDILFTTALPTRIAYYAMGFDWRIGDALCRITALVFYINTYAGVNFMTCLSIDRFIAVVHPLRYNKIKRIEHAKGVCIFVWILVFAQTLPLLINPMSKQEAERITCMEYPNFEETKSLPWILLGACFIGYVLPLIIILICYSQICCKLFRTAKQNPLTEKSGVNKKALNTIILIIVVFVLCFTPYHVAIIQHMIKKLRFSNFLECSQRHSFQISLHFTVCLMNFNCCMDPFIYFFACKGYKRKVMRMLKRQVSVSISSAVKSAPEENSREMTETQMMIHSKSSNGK
XBP1 UPR activ: activators of adaptive XBP1 UPR arm, primary screen, cell-based, CHO-XBP1 luciferase reporter, luminescence, uHTS | IRE1-XBP1 UPR activation; percent of tunicamycin response, DMSO as zero | activation, % at 20 µM | 330,000 tested, 0.33% active | AID 463104, 2010;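 active = versus positive control, 20 µM dose yields 30% or more activation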;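 also: 100% = tunicamycin at 10 µg/mL and 0% = DMSO only wells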
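Material – CHO cell line with stable XBP1 luciferase reporter · Buffer or medium – F12 plus 10% FBS · Compound – single point, 20 µM final compound, 1% DMSO · Schedule – 16-18 h cell attachment at 37 °C, then 6 h compound exposure · Signal – Steady-Glo luminescence read · Benchmarks – high control tunicamycin 10 µg/mL final, low control DMSO vehicle only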
CCR6 antagonist: CCR6 receptor antagonists, primary screen, cell-based, CHO-K1, luminescence, beta-arrestin, uHTS; C-C chemokine receptor type 6 (Homo sapiens), P51684; CHO-K1 CCR6 PathHunter beta-arrestin, CCL20-stimulated; inhibition, % at 20 µM; 340,000 tested, 0.49% active; AID 493098, 2011;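 active = compounds whose inhibition of the agonist-driven luminescence signal at 20 µM reaches about 50%, limit read from the data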;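 also: cells stimulated with CCL20 at 14 nM final; plate controls were DMSO with CCL20 for no effect and DMSO without agonist for full effect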
Target sequence (P51684 whole entry, looked up): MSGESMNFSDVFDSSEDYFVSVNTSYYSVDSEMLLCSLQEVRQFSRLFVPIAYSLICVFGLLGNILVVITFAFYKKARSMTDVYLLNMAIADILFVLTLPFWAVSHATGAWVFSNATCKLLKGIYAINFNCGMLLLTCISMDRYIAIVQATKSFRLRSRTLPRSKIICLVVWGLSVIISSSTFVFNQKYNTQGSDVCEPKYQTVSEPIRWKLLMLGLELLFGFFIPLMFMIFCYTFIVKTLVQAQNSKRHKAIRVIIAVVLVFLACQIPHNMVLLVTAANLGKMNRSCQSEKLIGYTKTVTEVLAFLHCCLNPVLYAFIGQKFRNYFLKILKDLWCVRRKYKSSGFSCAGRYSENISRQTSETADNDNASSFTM
CXCR6 inh: CXCR6 receptor inhibitors, primary screen, cell-based, beta-arrestin, luminescence, CHO-K1 PathHunter, 1536-well; inhibition, % at 20 µM; AID 602244, 2012; C-X-C chemokine receptor type 6 (Homo sapiens), O00574; 360,000 tested, 0.36% active; in the data active = inhibition above about 34%, passing the limit was not always enough;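 also: antagonist mode with CXCL16 agonist at 10 nM final; 0% = 10 nM CXCL16 with DMSO and 100% = unstimulated wells without agonist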
Target sequence (O00574 whole entry, looked up): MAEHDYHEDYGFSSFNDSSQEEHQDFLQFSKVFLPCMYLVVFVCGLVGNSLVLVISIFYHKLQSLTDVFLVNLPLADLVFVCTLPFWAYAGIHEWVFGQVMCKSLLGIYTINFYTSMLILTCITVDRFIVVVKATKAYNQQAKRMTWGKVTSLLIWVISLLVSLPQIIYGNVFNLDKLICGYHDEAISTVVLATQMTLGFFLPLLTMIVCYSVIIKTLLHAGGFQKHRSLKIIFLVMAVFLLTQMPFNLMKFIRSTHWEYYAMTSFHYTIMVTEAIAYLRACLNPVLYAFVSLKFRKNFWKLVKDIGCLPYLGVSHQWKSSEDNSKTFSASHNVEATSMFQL
* marks the source's active call; other numbers are inactive results.

Screening Cc1nnsc1C(=O)N1CCC(C(=O)c2ccccc2)CC1 returned Mdm2 MdmX PPI -3, 697 NFkB inh -24, CHOP UPR activ 0.2, Jurkat NFkB inh 13, Gli-Sufu block 4, EBI2 block -21, XBP1 UPR activ 1, CCR6 antagonist 2 and CXCR6 inh -4.
c1ccc(-n2nnnc2Oc2ccc(-c3nnco3)cc2)cc1 was read as Mdm2 MdmX PPI 12, 697 NFkB inh 29, CHOP UPR activ 0.6, Jurkat NFkB inh 7, Gli-Sufu block -11, EBI2 block -20, XBP1 UPR activ -1, CCR6 antagonist 3 and CXCR6 inh -15.
`O=C(CSc1nccc2ccccc12)N1CCN(Cc2ccc3c(c2)OCO3)CC1` gave Mdm2 MdmX PPI -4, 697 NFkB inh 11, CHOP UPR activ -0.1, Jurkat NFkB inh 4, Gli-Sufu block -3, EBI2 block -3, XBP1 UPR activ 0, CCR6 antagonist 17 and CXCR6 inh -2.
For CCn1cc(C(=O)NC2CCCc3c2cnn3-c2cccc(C)c2C)cn1 (stereo unspecified) the results were Mdm2 MdmX PPI 84*, 697 NFkB inh -26, CHOP UPR activ 5.5, Jurkat NFkB inh 74*, EBI2 block -11, XBP1 UPR activ -2 and CXCR6 inh -14.
For CCn1cc([N+](=O)[O-])c(C(=O)Nc2nc(-c3ccc(C)c(C)c3)c(C)s2)n1 the results were Mdm2 MdmX PPI 34, 697 NFkB inh 8, CHOP UPR activ 5.4, Jurkat NFkB inh -2, Gli-Sufu block 1, EBI2 block 7, XBP1 UPR activ 14, CCR6 antagonist -9 and CXCR6 inh 0.
CC1Cc2cc(/C(O)=C3/C(=O)C(=O)N(Cc4ccco4)C3c3cccs3)ccc2O1 (stereo unspecified) was read as Mdm2 MdmX PPI 10, 697 NFkB inh -80, CHOP UPR activ 0.0, Jurkat NFkB inh -81, Gli-Sufu block 13, EBI2 block 1, XBP1 UPR activ -9, CCR6 antagonist -16 and CXCR6 inh 3.
`Cc1c(C(c2cccs2)c2c(C)n(C)n(-c3ccccc3)c2=O)c(=O)n(-c2ccccc2)n1C` gave Mdm2 MdmX PPI 8, 697 NFkB inh 18, CHOP UPR activ -0.6, Jurkat NFkB inh 9, Gli-Sufu block 4, EBI2 block -2, XBP1 UPR activ 2, CCR6 antagonist 6 and CXCR6 inh 8.
Screening CCOCCCNCC(=O)Nc1cc(S(=O)(=O)N2CCOCC2)ccc1N1CCOCC1 returned Mdm2 MdmX PPI 19, 697 NFkB inh 8, CHOP UPR activ -0.4, Jurkat NFkB inh 1, Gli-Sufu block -3, EBI2 block -6, XBP1 UPR activ 1, CCR6 antagonist 8 and CXCR6 inh -3.
`O=C1[C@H]2[C@H](C=CC[C@H]2C(=O)N2CCOCC2)CCN1Cc1ccc(Cl)c(Cl)c1` gave Mdm2 MdmX PPI 9, 697 NFkB inh 2, CHOP UPR activ 0.3, Jurkat NFkB inh 6, Gli-Sufu block 14, XBP1 UPR activ 0 and CCR6 antagonist 4.
`CCCCNC(=O)Cn1cnc2sc(C)c(S(=O)(=O)N3CCN(c4ccccc4OC)CC3)c2c1=O` gave Mdm2 MdmX PPI -6, 697 NFkB inh 3, CHOP UPR activ 0.3, Jurkat NFkB inh 12, Gli-Sufu block -10, EBI2 block -6, XBP1 UPR activ 0, CCR6 antagonist 13 and CXCR6 inh -4.
Screening CCC1CCCCN1CCCNC(=O)c1ccc2c(c1)NC(=O)CN2C (stereo unspecified) returned Mdm2 MdmX PPI 20, 697 NFkB inh -12, CHOP UPR activ 0.4, Jurkat NFkB inh 8, Gli-Sufu block -26, EBI2 block -11, XBP1 UPR activ -2, CCR6 antagonist -3 and CXCR6 inh -4.
`O=C(c1cc([N+](=O)[O-])ccc1Cl)N1CCN(c2ccc([N+](=O)[O-])cc2)CC1` gave Mdm2 MdmX PPI -17, 697 NFkB inh 12, CHOP UPR activ -0.5, Jurkat NFkB inh 6, Gli-Sufu block 10, EBI2 block -6, XBP1 UPR activ -2, CCR6 antagonist 11 and CXCR6 inh -8.
`Cc1cc(C)c(C#N)c(N2CCN(Cc3ccc4c(c3)OCO4)CC2)n1` gave Mdm2 MdmX PPI -14, 697 NFkB inh -5, CHOP UPR activ -0.7, Jurkat NFkB inh 4, Gli-Sufu block 3, EBI2 block 7, XBP1 UPR activ 1, CCR6 antagonist 7 and CXCR6 inh -4.
CCC(NC(=O)CC[C@H]1O[C@@H](n2cc(C)c(=O)[nH]c2=O)C[C@@H]1O)c1ccccc1 (stereo partly specified) was read as Mdm2 MdmX PPI 37, 697 NFkB inh -2, CHOP UPR activ 2.2, Gli-Sufu block -5, EBI2 block -9, XBP1 UPR activ 0, CCR6 antagonist 22 and CXCR6 inh 2.
For Fc1ccc(Cn2nnc(-c3ccc(Cl)cc3)n2)cc1 the results were Mdm2 MdmX PPI 1, 697 NFkB inh -12, CHOP UPR activ 6.7, Jurkat NFkB inh -34, Gli-Sufu block -20, EBI2 block 4, XBP1 UPR activ 1, CCR6 antagonist 7 and CXCR6 inh 0.
`CSc1nc2cc(C)nn2c(-c2ccc(C(C)(C)C)cc2)c1C#N` gave Mdm2 MdmX PPI 23, 697 NFkB inh 11, CHOP UPR activ 0.5, Jurkat NFkB inh -18, Gli-Sufu block 9, EBI2 block -13, XBP1 UPR activ -1, CCR6 antagonist -13 and CXCR6 inh -1.
`O=P(O)(O)CCP(=O)(c1ccccc1)c1ccccc1` gave Mdm2 MdmX PPI -1, 697 NFkB inh 27, CHOP UPR activ -0.9, Jurkat NFkB inh -1, Gli-Sufu block 6, EBI2 block 2, XBP1 UPR activ 0, CCR6 antagonist 2 and CXCR6 inh 8.
For C=CCNC(=O)COC(=O)c1ccc(Cl)c(S(N)(=O)=O)c1 the results were Mdm2 MdmX PPI -2, 697 NFkB inh -12, CHOP UPR activ 1.6, Jurkat NFkB inh -13, Gli-Sufu block -3, EBI2 block 7, XBP1 UPR activ -2, CCR6 antagonist 11 and CXCR6 inh -5.
`CC1(C)CC2CC(C)(CN2C(=O)c2cc(-c3ccc(O)cc3)on2)C1` (stereo unspecified) gave Mdm2 MdmX PPI 18, 697 NFkB inh 15, CHOP UPR activ 2.0, Jurkat NFkB inh 9, Gli-Sufu block -5, EBI2 block 28, XBP1 UPR activ 7, CCR6 antagonist -1 and CXCR6 inh -2.
`Cc1ccc(-c2cc3nn(-c4ccccc4)c(N)c3c(=O)o2)cc1` gave Mdm2 MdmX PPI -65, 697 NFkB inh -86, CHOP UPR activ 5.1, Jurkat NFkB inh -52, Gli-Sufu block -17, EBI2 block 27, XBP1 UPR activ 4, CCR6 antagonist -14 and CXCR6 inh -9.
For COc1ccc(-n2nnnc2SCC(=O)Nc2nnc(C)s2)cc1OC the results were Mdm2 MdmX PPI 17, 697 NFkB inh 0, CHOP UPR activ -0.7, Jurkat NFkB inh -4, Gli-Sufu block -4, EBI2 block 0, XBP1 UPR activ 4, CCR6 antagonist 1 and CXCR6 inh 6.
COc1ccc(OC)c(NC(=O)c2cc(S(=O)(=O)NCc3ccco3)ccc2F)c1 was read as Mdm2 MdmX PPI -9, 697 NFkB inh 4, CHOP UPR activ -0.4, Jurkat NFkB inh 5, Gli-Sufu block 10, EBI2 block -2, XBP1 UPR activ 0, CCR6 antagonist 8 and CXCR6 inh 8.
For O=C(O)CSc1cnc2ccccc2n1 the results were Mdm2 MdmX PPI 19, 697 NFkB inh 3, CHOP UPR activ -2.0, Jurkat NFkB inh -9, Gli-Sufu block 5, EBI2 block -1, XBP1 UPR activ -3, CCR6 antagonist 6 and CXCR6 inh 2.
O=C(CSc1n[nH]c(-c2ccccc2O)n1)N1CCOCC1 was read as Mdm2 MdmX PPI -1, 697 NFkB inh -4, CHOP UPR activ 2.8, Jurkat NFkB inh 3, Gli-Sufu block -11, EBI2 block -2, XBP1 UPR activ -1, CCR6 antagonist -14 and CXCR6 inh -8.

Looked up by structure from the entries so far (2):
O=C(CSc1n[nH]c(-c2ccccc2O)n1)N1CCOCC1 was read as Mdm2 MdmX PPI -1, 697 NFkB inh -4, CHOP UPR activ 2.8, Jurkat NFkB inh 3, Gli-Sufu block -11, EBI2 block -2, XBP1 UPR activ -1, CCR6 antagonist -14 and CXCR6 inh -8.
`Cc1c(C(c2cccs2)c2c(C)n(C)n(-c3ccccc3)c2=O)c(=O)n(-c2ccccc2)n1C` gave Mdm2 MdmX PPI 8, 697 NFkB inh 18, CHOP UPR activ -0.6, Jurkat NFkB inh 9, Gli-Sufu block 4, EBI2 block -2, XBP1 UPR activ 2, CCR6 antagonist 6 and CXCR6 inh 8.

The results go on:
Screening Cc1ccc(S(=O)(=O)c2c(N)n(CCN3CCOCC3)c3nc4ccccc4nc23)cc1C returned Mdm2 MdmX PPI 14, 697 NFkB inh 5, CHOP UPR activ 0.6, Jurkat NFkB inh 0, Gli-Sufu block -4, EBI2 block 0, XBP1 UPR activ 0, CCR6 antagonist -4 and CXCR6 inh 8.
CCOC(=O)c1[nH]c2ccccc2c1NC(=O)CN1CCCCC1 was read as Mdm2 MdmX PPI 5, 697 NFkB inh 1, CHOP UPR activ 1.2, Jurkat NFkB inh 1, Gli-Sufu block 7, EBI2 block 4, XBP1 UPR activ 0, CCR6 antagonist -11 and CXCR6 inh -7.
`CC(=O)c1ccc(S(=O)(=O)N(C)CCCC(=O)N(C)Cc2ccccc2F)cc1` gave Mdm2 MdmX PPI 11, 697 NFkB inh -7, CHOP UPR activ -0.5, Jurkat NFkB inh 1, Gli-Sufu block -15, EBI2 block -4, XBP1 UPR activ -7, CCR6 antagonist 4 and CXCR6 inh 0.
Brc1ccc(-c2csc(N/N=C/c3ccco3)n2)cc1 was read as Mdm2 MdmX PPI -72, 697 NFkB inh -19, CHOP UPR activ 3.7, Jurkat NFkB inh -24, Gli-Sufu block -16, EBI2 block 6, XBP1 UPR activ 2, CCR6 antagonist -11 and CXCR6 inh -5.
For C=CCN(C(=O)CNC(=O)c1ccco1)C(C(=O)NC1CCCCC1)c1ccccc1F (stereo unspecified) the results were Mdm2 MdmX PPI 10, 697 NFkB inh 8, CHOP UPR activ -1.9, Jurkat NFkB inh 2, Gli-Sufu block 0, EBI2 block -1, XBP1 UPR activ 2, CCR6 antagonist -8 and CXCR6 inh -9.
For O=C(NCc1ccco1)c1ccc(CS(=O)(=O)Cc2ccc(F)cc2)o1 the results were Mdm2 MdmX PPI -6, 697 NFkB inh 21, CHOP UPR activ -1.5, Jurkat NFkB inh -5, Gli-Sufu block 1, EBI2 block 0, XBP1 UPR activ 2, CCR6 antagonist 6 and CXCR6 inh 5.
`COc1cc2[nH]c3c(=O)n4c(nc3c2cc1OC)SCCC4` gave Mdm2 MdmX PPI 25, 697 NFkB inh 13, CHOP UPR activ 0.5, Jurkat NFkB inh -28, Gli-Sufu block -45, EBI2 block -2, XBP1 UPR activ 4, CCR6 antagonist -13 and CXCR6 inh -9.
